ERK EGF inh – inhibitors of EGF-stimulated ERK signaling pathway; HEK293-V1b, EGF-stimulated phospho-ERK AlphaScreen; Potency, µM (highest dose often 11.5 µM), for the others: at the highest dose activity change, negative = inhibition, usual class: inhibitors; 130,000 tested, 0.41% active; AID 1454; active = well fitted inhibition curve with a large enough effect; inconclusive = small, poorly fitted or top-dose-only effect, or effect the other way;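 note: plate controls were stimulated vehicle wells for no effect and unstimulated vehicle basal for full effect; nearly all actives have a fitted effect of over 55% in size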
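Stably V1b-transfected HEK293 cells; 30 min compound, then EGF 25 nM final for 5 min at 37C; 10 min lysis; phospho-ERK by AlphaScreen after 5 hr beads at room temperature.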
The depositor's hits bear a star; u = inconclusive; & = joins results of further samples; ! = not confirmed by another sample; [ ] = another dose, or the depositor's remark. Potency is the fitted concentration of half-maximal effect. This is a subset, so the mix of outcomes need not match the whole.

CN1CCN(c2nc3ccccc3o2)CC1
  ERK EGF inh = -25%[57.5 µM]
Cc1ccc(OCCSC2=NN2c2cc(C)nc(N)n2)cc1
  ERK EGF inh = -1%
Cc1ccsc1C(=O)C1CCCN(Cc2cccn2-c2ccccn2)C1 (configuration not stated)
  ERK EGF inh = -4%
CCc1ccc2c(CN3CC=C(c4ccccc4)CC3)cc(=O)oc2c1
  ERK EGF inh = -2%
O=S1(=O)N(CCN2CC=C(c3c[nH]c4cc(F)ccc34)CC2)c2cccc3c2N1CCC3
  ERK EGF inh = -2%
CC12CCC3C(CCC4=C(O)C(=O)CCC43C)C1CCC2=O (configuration not stated)
  ERK EGF inh = 9%
COc1ccc(N=Cc2c(O)n(CC3CCCO3)c(=O)[nH]c2=O)cc1 (configuration not stated)
  ERK EGF inh = 8%
CC(=NCCc1ccccc1)c1c(O)n(C)c(=O)n(C)c1=O
  ERK EGF inh = -4%[57.5 µM]
CN1C(=O)C(=Cc2ccccc2OCc2ccccc2Cl)C(=O)N(C)C1=O
  ERK EGF inh = -7%
COc1ccc(CN2CCN(C(=O)Cc3ccccc3)CC2)c(OC)c1
  ERK EGF inh = -13%
C#CCN(C)[C@@H](C)Cc1ccccc1
  ERK EGF inh = -9%[25.7 µM]
O=c1[nH]c(=S)[nH]c(O)c1N=Nc1ccc(S(=O)(=O)N2CCc3ccccc32)cc1
  ERK EGF inh = -5%
O=C(NCCN1CCOCC1)c1ccc(Cl)nc1
  ERK EGF inh = -8%[57.5 µM]
CC(=O)Cc1c[nH]c2ccccc12
  ERK EGF inh = 0%[57.5 µM]
O=C(OCC1O[C@@H](OC(=O)c2cc(O)c(O)c(O)c2)[C@@H](OC(=O)c2cc(O)c(O)c(O)c2)[C@@H](OC(=O)c2cc(O)c(O)c(O)c2)[C@@H]1OC(=O)c1cc(O)c(O)c(O)c1)c1cc(O)c(O)c(O)c1 (some centres not stated)
  ERK EGF inh = u

CC[C@@]1(O)C(=O)OCc2c1cc1n(c2=O)Cc2cc3ccccc3nc2-1
  ERK EGF inh = 7%
CC12CN3CN(C1)CC(C)(C3)C2=NO
  ERK EGF inh = 11%
COc1cccc(-n2c(O)c(C=Nc3c(C)n(C)n(-c4ccccc4)c3=O)c(=O)[nH]c2=O)c1
  ERK EGF inh = 6%
CC(C(=O)O)N(C(=O)c1ccccc1)c1ccc(F)c(Cl)c1 (configuration not stated)
  ERK EGF inh = -9%
COc1ccc(CC2(CCc3ccccn3)C(=O)NC(=O)N(c3ccccc3C)C2=O)cc1OC (configuration not stated)
  ERK EGF inh = -4%
CC1(C)N=C(c2ccccc2)[C@@H]2C(c3ccc([N+](=O)[O-])cc3)N21 (some centres not stated)
  ERK EGF inh = 10%
COc1ccc(NC(=O)c2cc([N+](=O)[O-])ccc2N2CCNCC2)cc1
  ERK EGF inh = -12%
CCC1(C)CC(CCNCc2ccc(N(C)C)cc2)(c2ccc(F)cc2)CCO1 (configuration not stated)
  ERK EGF inh = -11%[57.5 µM]
COCCCNC(=O)c1c(N)n(Cc2ccco2)c2nc3ccccc3nc12
  ERK EGF inh = 2%[57.5 µM]
COc1ccc(O)c(CN2CCCC(C(=O)c3sccc3C)C2)c1 (configuration not stated)
  ERK EGF inh = -1%
O=C(c1cc(F)ccc1F)C1CCCN(Cc2ccc3nonc3c2)C1 (configuration not stated)
  ERK EGF inh = 4%
O=C(NC(Cc1cnc[nH]1)C(=O)O)c1ccccc1 (configuration not stated)
  ERK EGF inh = 1%
COc1ccc(/C=C2\C(=N\O)C3CCN2CC3)cc1
  ERK EGF inh = 4%
O=C1C2CCN(CC2)C12CC2c1ccc(C(F)(F)F)cc1 (configuration not stated)
  ERK EGF inh = 6%[57.5 µM]
CN1CC[C@]2(C)c3cc(O)ccc3N(C)[C@@H]12
  ERK EGF inh = 5%[25.7 µM]

CN(C)CC1CSCCC1(O)c1ccc(Cl)cc1 (configuration not stated)
  ERK EGF inh = -11%
C/C(=N\N1CCCCC1c1cccnc1)c1c(O)n(C2CCCCC2)c(=S)[nH]c1=O (configuration not stated)
  ERK EGF inh = 4%
COc1ccc(/C=C2/C(=O)NC(=O)N(c3ccc(C)c(C)c3)C2=O)cc1CN1C(=O)c2ccccc2C1=O
  ERK EGF inh = -12%
COc1ccc(/C=C2/C(=O)NC(=O)N(c3ccccc3)C2=O)cc1CN1C(=O)c2ccccc2C1=O
  ERK EGF inh = -4%[57.5 µM]
CCCCCCn1c(O)c(C=NCCN2CCOCC2)c(=O)[nH]c1=O
  ERK EGF inh = -5%
CC(=O)C1CCC2C3CCC4=CC(=O)CC[C@@]4(C)C3CC[C@]12C (some centres not stated)
  ERK EGF inh = 4%
O=c1[nH]c(=S)n(C2CC2)c(O)c1C=NCc1ccc(F)cc1
  ERK EGF inh = 21%[57.5 µM]
NC(Cc1ccc(N(CCCl)CCCl)cc1)C(=O)O (configuration not stated)
  ERK EGF inh = -5%&8%
CCOC(=O)c1cccc([P+](=O)O)c1
  ERK EGF inh = 1%
COc1cc(CC2(CCc3ccncc3)C(=O)N(C)C(=O)N(C)C2=O)cc(OC)c1OC
  ERK EGF inh = -4%
CCN(CC)CCOC(=O)C(O)(c1ccccc1)c1ccccc1
  ERK EGF inh = 1%[57.5 µM]
CC(C)CCNC(=O)CN1C(=O)CN=C(c2ccccc2)c2ccccc21
  ERK EGF inh = -13%[57.5 µM]
CCCCn1c(O)c(C=NCc2ccc3c(c2)OCO3)c(=O)[nH]c1=O
  ERK EGF inh = -4%[57.5 µM]
CCCn1c(C(=O)c2ccccc2OC)nc2ccccc21
  ERK EGF inh = 6%
CCN1C[C@]2(C)CC[C@H](O)[C@@]34[C@@H]5C[C@@H]6[C@@H](OC)C[C@@](O)(C5[C@H]6O)[C@@H](C[C@@H]23)[C@@H]14
  ERK EGF inh = -3%

Cn1cc(C(=O)NCc2ccccc2)c2ccccc21
  ERK EGF inh = 2%
CC1CCCCN1Cc1cccnc1 (configuration not stated)
  ERK EGF inh = 0%
Cc1o[nH]c(=O)c1C[C@H](N)C(=O)O
  ERK EGF inh = -6%&-3%&2%
COC1CCCCC1NCCc1ccccc1 (configuration not stated)
  ERK EGF inh = 10%
N#CCC(=O)NN1Cc2ccccc2C1=N
  ERK EGF inh = -4%
O=C(Nc1ccccc1)c1c(O)c2c(n(Cc3ccco3)c1=O)CCCC2
  ERK EGF inh = -4%[57.5 µM]
CCCN(CCC)CCc1ccc(O)c(O)c1
  ERK EGF inh = 10%
Cc1cccc(OP(N)(N)=O)c1C
  ERK EGF inh = 6%[57.5 µM]
COc1ccccc1N1CCN(Cc2ccc(F)cc2)CC1
  ERK EGF inh = u
CCC(C)N1C(=O)/C(=C\c2cnc(N(C)C)nc2)C(=O)NC1=S (configuration not stated)
  ERK EGF inh = -10%
O=c1[nH]c(=S)[nH]c(O)c1N=Nc1ccc2c(c1)OCCO2
  ERK EGF inh = 13%[57.5 µM]
C=CCC(O)(C(=O)OC)c1ccccc1 (configuration not stated)
  ERK EGF inh = -2%
O=C(O)[C@@H]1C[C@H]2C[C@@H](CP(=O)(O)O)CC[C@H]2CN1
  ERK EGF inh = 15%
COC(=O)N(C)c1ccc(C(O)(C(=O)OC)C(F)(F)F)cc1 (configuration not stated)
  ERK EGF inh = 4%
O=c1[nH]c2ccccc2n1C1CCN(CCCC(c2ccc(F)cc2)c2ccc(F)cc2)CC1
  ERK EGF inh = 25µM*!

COC(=O)c1c(C)[nH]c(C(=O)C(C)[N+]23CCN(CC2)CC3)c1C (configuration not stated)
  ERK EGF inh = 2%
O=C1NC(=O)N(c2ccccc2)C(=O)/C1=C/c1ccc(Sc2ccccc2)o1
  ERK EGF inh = -3%[57.5 µM]
Cc1ccc(CN2C3CCCC2CC(NC(=O)Nc2cccc(F)c2)C3)cc1 (configuration not stated)
  ERK EGF inh = 6%
CCN(CC)c1ccc(C=C2C(=O)N(C)C(=S)N(C)C2=O)o1
  ERK EGF inh = 0%
CCCCn1c(N)c(C(=O)OCCOC)c2nc3ccccc3nc21
  ERK EGF inh = 3%[57.5 µM]
O=C(O)C1C2CCC(O2)C1C(=O)Nc1ccc(Cl)cc1 (configuration not stated)
  ERK EGF inh = -21%
CCCCCCCCCCCCCC(=O)OC1C(C)[C@@]2(O)C(C=C(CO)C[C@]3(O)C(=O)C(C)=C[C@H]23)[C@@H]2C(C)(C)[C@]12OC(C)=O (some centres not stated)
  ERK EGF inh = 24%
O=C(O)C1=CCCN(CCOC(c2ccc(C(F)(F)F)cc2)c2ccc(C(F)(F)F)cc2)C1
  ERK EGF inh = -2%
CN1CCN(c2ccc(N)cc2Cl)CC1
  ERK EGF inh = -17%
CCOc1ccc(/C=C2/C(=O)NC(=O)N(CCc3ccc(F)cc3)C2=O)cc1
  ERK EGF inh = 0%
CCOC(=O)/C(=N\Nc1ccccc1)N1CC1
  ERK EGF inh = 8%
O=C(c1cc(C(=O)NCc2ccc(Cl)cc2)c(=O)n(Cc2ccc(Cl)cc2)c1)c1cc(F)ccc1O
  ERK EGF inh = 10%
CC1CC2CC(=O)C3CCCN4CCCC2[C@]34C1 (some centres not stated)
  ERK EGF inh = 29%
CCN(CC)c1ccc(N=Cc2c(O)n(CCc3ccc(OC)c(OC)c3)c(=O)[nH]c2=O)cc1
  ERK EGF inh = 5%
CN1CCN(Cc2cn3cccnc3n2)CC1
  ERK EGF inh = -3%

COc1cccc(N2C(=O)NC(=O)/C(=C/c3ccc([N+](=O)[O-])s3)C2=O)c1
  ERK EGF inh = 0%[57.5 µM]
CCc1ccc(N2C(=O)NC(=O)/C(=C/c3cccn3CCOc3ccc(C)cc3)C2=O)cc1
  ERK EGF inh = -5%
O=C(c1ccccc1)C1NC1c1ccccc1 (configuration not stated)
  ERK EGF inh = 4%[57.5 µM]
CCCCCn1c(=O)c(C(=O)Nc2nc(CC(=O)OCC)cs2)c(O)c2ccccc21
  ERK EGF inh = -5%
Cc1nn(Cc2ccccc2)c(C)c1C(=O)OCC(=O)Nc1cccc(S(N)(=O)=O)c1
  ERK EGF inh = -3%
CCC(C)NC(=O)CN1C(=O)CN=C(c2ccccc2)c2ccccc21 (configuration not stated)
  ERK EGF inh = 2%
c1ccc2c(N3CCNCC3)cccc2c1
  ERK EGF inh = 0%
CCCCn1c(=O)c(C=Nc2cccnc2Cl)c(O)n(CCCCl)c1=O
  ERK EGF inh = -10%
O=P1(NCCCl)OCCCN1CCCl (configuration not stated)
  ERK EGF inh = 12%[25.7 µM]
CCC(=O)c1cn(Cc2ccccc2)c2ccccc12
  ERK EGF inh = 2%
Nc1ccc2cc(Br)ccc2c1
  ERK EGF inh = -2%
COc1cccc(-n2c(=S)[nH]c3ccccc3c2=O)c1
  ERK EGF inh = 5%
CC(N)Cc1c[nH]c2ccc(O)cc12 (configuration not stated)
  ERK EGF inh = 15%
O=c1[nH]c(=S)n(C2CC2)c(O)c1C=Nc1cccc(C(F)(F)F)c1
  ERK EGF inh = 5%
CC1CC[C@@]2(NC1)O[C@@H]1C[C@H]3C4CC=C5C[C@@H](O)CC[C@]5(C)C4CC[C@]3(C)[C@H]1[C@@H]2C (some centres not stated)
  ERK EGF inh = -5%

CCC(=O)O[C@H]1CC[C@H]2[C@@H]3CCC4=CC(=O)CC[C@]4(C)[C@H]3CC[C@]12C
  ERK EGF inh = 3%[25.7 µM]
CC1CCC[C@H](O)CCCCCc2cc(O)cc(O)c2C(=O)O1 (some centres not stated)
  ERK EGF inh = -4%&-12%[57.5 µM]
COCCNC(=O)c1c(NC(=O)c2ccc(Br)o2)n(Cc2ccccc2)c2nc3ccccc3nc12
  ERK EGF inh = -3%
Clc1cc(Cl)cc(NC2=NCCS2)c1
  ERK EGF inh = 20%[57.5 µM]
CCN1CCN(c2ccc(N)cc2)CC1
  ERK EGF inh = 0%
COc1ccc(CCn2c(O)c(C=Nc3ccc(NC(C)=O)cc3)c(=O)[nH]c2=O)cc1OC
  ERK EGF inh = 6%[57.5 µM]

A few values from above.
COc1ccc(CCn2c(O)c(C=Nc3ccc(NC(C)=O)cc3)c(=O)[nH]c2=O)cc1OC in ERK EGF inh = 6%[57.5 µM]
Clc1cc(Cl)cc(NC2=NCCS2)c1 in ERK EGF inh = 20%[57.5 µM]

Among those listed so far, these contain fluorine.
O=S1(=O)N(CCN2CC=C(c3c[nH]c4cc(F)ccc34)CC2)c2cccc3c2N1CCC3
  ERK EGF inh = -2%
CC(C(=O)O)N(C(=O)c1ccccc1)c1ccc(F)c(Cl)c1 (configuration not stated)
  ERK EGF inh = -9%
CCC1(C)CC(CCNCc2ccc(N(C)C)cc2)(c2ccc(F)cc2)CCO1 (configuration not stated)
  ERK EGF inh = -11%[57.5 µM]
O=C(c1cc(F)ccc1F)C1CCCN(Cc2ccc3nonc3c2)C1 (configuration not stated)
  ERK EGF inh = 4%
O=C1C2CCN(CC2)C12CC2c1ccc(C(F)(F)F)cc1 (configuration not stated)
  ERK EGF inh = 6%[57.5 µM]
O=c1[nH]c(=S)n(C2CC2)c(O)c1C=NCc1ccc(F)cc1
  ERK EGF inh = 21%[57.5 µM]
COc1ccccc1N1CCN(Cc2ccc(F)cc2)CC1
  ERK EGF inh = u
COC(=O)N(C)c1ccc(C(O)(C(=O)OC)C(F)(F)F)cc1 (configuration not stated)
  ERK EGF inh = 4%
O=c1[nH]c2ccccc2n1C1CCN(CCCC(c2ccc(F)cc2)c2ccc(F)cc2)CC1
  ERK EGF inh = 25µM*!
Cc1ccc(CN2C3CCCC2CC(NC(=O)Nc2cccc(F)c2)C3)cc1 (configuration not stated)
  ERK EGF inh = 6%
O=C(O)C1=CCCN(CCOC(c2ccc(C(F)(F)F)cc2)c2ccc(C(F)(F)F)cc2)C1
  ERK EGF inh = -2%
CCOc1ccc(/C=C2/C(=O)NC(=O)N(CCc3ccc(F)cc3)C2=O)cc1
  ERK EGF inh = 0%
O=C(c1cc(C(=O)NCc2ccc(Cl)cc2)c(=O)n(Cc2ccc(Cl)cc2)c1)c1cc(F)ccc1O
  ERK EGF inh = 10%
O=c1[nH]c(=S)n(C2CC2)c(O)c1C=Nc1cccc(C(F)(F)F)c1
  ERK EGF inh = 5%

Compound activity: PubChem BioAssay, National Center for Advancing Translational Sciences (NCATS)
